LYPLA2 inh – LYPLA2 inhibitors, primary screen, counter-screen for PME1 inhibitor project, biochemical, fluorescence polarization, FP-Rh probe ABPP. Acyl-protein thioesterase 2 (Homo sapiens), O95372. inhibition, % at 5.9 µM. recombinant LYPLA2. hit rate 0.38% among 320,000;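 active means inhibition above the screen-wide mean plus 3 SD, limit set per campaign, cut at about 26% in these data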;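 further: 0% = LYPLA2 with DMSO and 100% = wells lacking LYPLA2 enzyme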
Target sequence (O95372 whole entry, looked up): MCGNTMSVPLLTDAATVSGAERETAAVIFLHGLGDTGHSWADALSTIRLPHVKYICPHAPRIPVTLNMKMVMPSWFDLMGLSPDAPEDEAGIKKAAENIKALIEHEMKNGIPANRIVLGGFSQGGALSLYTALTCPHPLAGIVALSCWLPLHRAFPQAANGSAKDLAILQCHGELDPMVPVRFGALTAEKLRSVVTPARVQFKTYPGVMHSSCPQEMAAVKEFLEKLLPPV
EBNA-1 inhibitor – EBNA-1 DNA-binding inhibitors, primary screen, biochemical, fluorescence polarization | hit rate 0.34% among 300,000 | inhibition, % at 14.8 µM | AID 1950, 2009; in the data active means inhibition above about 28%
LYPLA1 counter – LYPLA1 inhibitors, primary screen, counter-screen for PME1 inhibitor project, biochemical, fluorescence polarization, FP-Rh probe ABPP | Acyl-protein thioesterase 1 (Homo sapiens), O75608 | recombinant LYPLA1 | hit rate 0.16% among 320,000 | inhibition, % at 5.9 µM;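 active means inhibition above the mean of all tested compounds plus 3 SD, set per campaign, cut at about 14% in these data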;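 further: inhibitors block serine hydrolase probe labeling of LYPLA1 so polarization falls; 0% = enzyme with DMSO and 100% = wells lacking LYPLA1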
Target sequence (O75608 whole entry, looked up): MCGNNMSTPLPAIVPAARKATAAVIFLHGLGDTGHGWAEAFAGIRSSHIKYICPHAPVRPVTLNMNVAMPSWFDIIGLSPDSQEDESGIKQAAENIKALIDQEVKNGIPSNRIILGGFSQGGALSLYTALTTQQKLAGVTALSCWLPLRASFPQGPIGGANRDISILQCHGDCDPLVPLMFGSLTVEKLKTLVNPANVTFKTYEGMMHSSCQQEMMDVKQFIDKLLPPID
ZTA DNA inh – ZTA (EBV) inhibition in EBNA-1 counter-screen; P03206; inhibition, % at 11 µM; hit rate 0.15% among 320,000; ZTA-DNA binding, fluorescence polarization; in the data active means inhibition above about 33%
GSTO1 inh – inhibitors of recombinant GSTO1, primary screen, counter-screen for RBBP9 inhibitor project, biochemical, fluorescence polarization | Glutathione S-transferase omega-1 (Homo sapiens), P78417 | activity-based probe fluorescence polarization | inhibition, % at 5.96 µM | hit rate 1.1% among 300,000 | AID 1974, 2009;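 active means inhibition above the campaign mean inhibition plus 3 SD, cut at about 35% in these data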;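 further: 0% = GSTO1-1 with DMSO and 100% = wells lacking GSTO1-1 enzyme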
Target sequence (P78417 whole entry, looked up): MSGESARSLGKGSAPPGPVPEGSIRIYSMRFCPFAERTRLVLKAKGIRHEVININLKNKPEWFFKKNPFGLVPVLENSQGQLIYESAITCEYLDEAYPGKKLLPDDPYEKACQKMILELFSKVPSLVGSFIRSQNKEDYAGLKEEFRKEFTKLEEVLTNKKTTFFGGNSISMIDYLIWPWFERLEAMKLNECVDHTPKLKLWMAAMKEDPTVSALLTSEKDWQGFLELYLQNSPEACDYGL
PAFAH2 inh – PAFAH2 enzyme inhibitors, primary screen, biochemical, fluorescence polarization, human. inhibition, % at 3.39 µM. hit rate 0.99% among 340,000. recombinant PAFAH2, FP-rhodamine activity probe. Platelet-activating factor acetylhydrolase 2, cytoplasmic (Homo sapiens), Q99487;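 active means inhibition above the mean over all tested compounds plus 3 SD, cut at about 30% in these data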;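 further: inhibitors block probe labeling of enzyme so polarization drops; 0% = enzyme with DMSO and 100% = wells lacking PAFAH2 protein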
PAD4 inh – human PAD4 inhibitors, primary screen, biochemical, fluorescence polarization, 1536-well format; Protein-arginine deiminase type-4 (Homo sapiens), Q9UM07; recombinant PAD4, RCA probe fluorescence polarization; inhibition, % at 6.36 µM; hit rate 0.41% among 330,000; AID 485272, 2010;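 active means percent inhibition above a cutoff equal to the mean of all tested compounds plus 3 SD, cut at about 15% in these data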;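 further: 0% = PAD4 with RCA probe and DMSO and 100% = probe without PAD4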
PREPL inh – PREPL enzyme inhibitors, primary screen, biochemical, fluorescence polarization; Prolyl endopeptidase-like (Homo sapiens), Q4J6C6; recombinant PREPL, fluorescence polarization activity-based probe; inhibition, % at 5.96 µM; hit rate 0.68% among 320,000; AID 2751, 2010; in the data active means inhibition above about 43%;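 further: 0% = enzyme with DMSO and 100% = wells lacking enzyme; many of its hits are not listed in these tables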
PAFAH1B3 FP inh – PAFAH1B3 enzyme inhibitors, primary screen, biochemical, fluorescence polarization, human | Platelet-activating factor acetylhydrolase IB subunit alpha1 (Homo sapiens), Q15102 | recombinant PAFAH1B3, FP-rhodamine probe | hit rate 0.28% among 340,000 | inhibition, % at 3.39 µM | AID 492972, 2010;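 active means inhibition above the screen-wide average of all tested compounds plus 3 SD, cut at about 25% in these data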;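 further: 0% = enzyme with DMSO only and 100% = wells lacking PAFAH1B3 protein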
Target sequence (Q15102 whole entry, looked up): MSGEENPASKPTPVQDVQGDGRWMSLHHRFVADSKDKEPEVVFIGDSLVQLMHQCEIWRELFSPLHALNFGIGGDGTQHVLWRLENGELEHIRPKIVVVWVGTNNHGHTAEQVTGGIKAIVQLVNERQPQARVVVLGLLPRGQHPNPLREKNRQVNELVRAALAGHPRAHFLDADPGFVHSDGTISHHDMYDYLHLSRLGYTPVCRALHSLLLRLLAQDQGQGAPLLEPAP
Numbers without * were called inactive; x = no result given. These rows are one share of the data, so the mix of outcomes need not match the whole.

SMILES	LYPLA2 inh	EBNA-1 inhibitor	LYPLA1 counter	ZTA DNA inh	GSTO1 inh	PAFAH2 inh	PAD4 inh	PREPL inh	PAFAH1B3 FP inh
CC(=O)c1ccc(OCCCC(=O)N(CCC2=CCCCC2)c2c(N)n(Cc3ccccc3)c(=O)[nH]c2=O)cc1	0.6	-3.9	0.3	9.8	1.1	3.4	-4.0	4.7	7.2
Cc1ccc(C(=O)NCC(=O)Nc2ccc(F)c(F)c2F)cc1	2.6	-3.6	3.9	-6.8	3.2	2.9	-2.6	1.8	1.1
O=C(Nc1ccc(Br)cc1)c1ccc(F)c(S(=O)(=O)NCc2cccs2)c1	-29.0	-4.0	-23.9	-7.5	-8.8	-20.2	0.6	-56.7	-6.5
COc1ccc(C2CC(c3ccccc3)=NN2S(=O)(=O)c2ccccc2)cc1 (stereo unspecified)	2.8	-2.1	0.5	-9.6	5.8	-12.7	-0.3	14.1	4.7
CC(C)CC(OC(=O)c1ccco1)C(=O)NC1CCCC1 (stereo unspecified)	-8.8	-11.3	-1.2	-0.9	1.2	4.6	1.2	-6.1	6.0
CC1(C)CC(=O)C=C(NCC(O)c2ccccc2)C1 (stereo unspecified)	0.3	-4.0	-1.7	-8.5	1.0	-6.4	2.1	-3.2	3.3
CCOc1ccc(-c2nc(-c3ccc(OC)cc3)no2)cc1OCC	-0.8	-16.4	-2.2	10.1	0.3	-9.7	-1.8	1.0	2.2
CCN(CC)CCn1c2c(c(SCC(=O)Nc3cc(C)ccc3C)nc1=O)CCC2	8.7	6.0	1.8	6.8	-4.5	-0.9	-1.4	6.5	6.9
CCCNC(=O)c1ccc(N2CCC3(CC2)CC(c2cccc(Br)c2)=NO3)c(NC(=O)c2cccc(OC)c2)c1	-15.0	3.4	-5.3	-6.0	-11.0	-10.5	-3.1	-2.9	-2.6
Cc1ccc(-n2nnc(-c3ccnc4ccccc34)n2)cc1	20.0	-10.9	0.1	2.2	0.6	-1.1	-1.4	-14.6	7.8
CCOC(=O)C1(CCOC)CCN(Cc2ccc(C3CCCCO3)s2)CC1 (stereo unspecified)	-2.6	0.6	-3.0	7.5	6.9	1.9	-3.4	1.6	6.7
CCOc1ccc(CCNC(=O)COC(=O)C2CC2)cc1OCC	2.8	-4.5	2.4	-3.7	5.5	0.8	-4.0	-3.1	3.7
C=CCn1c(SCC(=O)Nc2sc(C)c(C)c2C(=O)OCC)nnc1-c1sc(N)nc1C	6.0	6.2	3.5	5.3	4.3	-2.5	2.1	14.1	9.7
CN(C(=O)C1CCCCN1S(=O)(=O)c1ccccc1)c1ccccc1 (stereo unspecified)	x	x	x	x	x	4.9	-2.4	35.5	6.5
CC(C)C(=O)NC(C)C(c1cccs1)N1CCN(c2ccccc2)CC1 (stereo unspecified)	8.0	7.3	4.1	-4.0	0.0	8.1	3.5	7.3	5.6
Cc1ccc(NC(=O)COC(=O)c2ccc3c(c2)OCCO3)cc1S(=O)(=O)N1CCOCC1	-6.5	2.5	-4.6	-1.0	-8.2	80.8*	-2.1	-5.5	3.6
O=C(CSc1nc(O)c(-c2ccccc2)c(=O)[nH]1)N1CCOCC1	7.8	11.3	-0.1	-0.7	0.8	-1.8	-2.0	-3.4	4.4
COc1cc(/C=N/S(=O)(=O)CCc2ccccc2)ccc1O	3.2	1.3	-4.3	-16.7	-0.7	-1.9	-0.1	6.2	8.5
CN(C)c1ccc(C(CNS(=O)(=O)c2ccc([N+](=O)[O-])cc2)N2CCOCC2)cc1 (stereo unspecified)	1.8	7.6	-0.2	0.1	11.5	2.3	2.2	8.5	2.8
O=C(c1ccc2c3n(nc2c1)-c1ccccc1CO3)N1CCCCC1	1.5	-4.8	-1.8	3.6	2.4	1.5	-3.1	4.3	0.8

Entries listed above shown as hits in PAFAH2 inh.
SMILES	EBNA-1 inhibitor	PAFAH2 inh	PAD4 inh	PREPL inh	PAFAH1B3 FP inh
Cc1ccc(NC(=O)COC(=O)c2ccc3c(c2)OCCO3)cc1S(=O)(=O)N1CCOCC1	2.5	80.8*	-2.1	-5.5	3.6

The results go on.
SMILES	LYPLA2 inh	EBNA-1 inhibitor	LYPLA1 counter	ZTA DNA inh	GSTO1 inh	PAFAH2 inh	PAD4 inh	PREPL inh	PAFAH1B3 FP inh
Cc1nnc(SCc2cccc3ccccc23)n(N)c1=O	20.6	3.1	4.3	-4.7	0.7	-1.6	0.5	3.0	6.4
O=C(NC1CCCCC1)C1CC(=O)N(CCc2ccc(F)cc2)C1 (stereo unspecified)	5.5	9.4	1.3	-5.0	-2.9	-9.5	-4.5	-0.5	-3.0
CCOc1ccccc1-c1nnc(SCC(=O)NC2(C#N)CCCC2)o1	5.1	x	0.9	-10.7	x	5.0	-0.9	3.1	3.2
COc1ccccc1CN1CC(C(=O)NCCN(C)CCc2ccccc2)CCC1=O (stereo unspecified)	1.7	-0.4	-2.6	6.0	0.3	-4.9	-2.2	-10.2	-1.6
CSc1cccc(NC(=O)CN2C(=O)c3ccccc3S2(=O)=O)c1	7.2	-3.2	-0.5	-13.6	2.8	-2.5	6.0	-2.5	1.3
O=C(NCCCN1CCOCC1)c1cc2c(=O)[nH]c3ccccc3c2s1	8.5	-0.5	1.9	16.9	-13.7	8.0	-0.5	-0.5	13.8
CCN(CC(=O)Nc1ccc2c(c1)OCCO2)Cc1nc2cc(Cl)ccc2c(=O)[nH]1	-1.3	x	-6.2	-8.2	x	9.6	-5.1	5.1	3.8
c1cc(-c2cc3cc4c(cc3cn2)OCO4)cs1	x	x	x	x	x	-4.9	1.6	-17.8	-2.9
CC1CCCN(c2ccc(C(=O)Nc3cccnc3)cc2[N+](=O)[O-])C1 (stereo unspecified)	-0.2	-0.4	-3.9	8.6	2.8	2.3	-0.5	9.9	1.9
COc1ccc(OC)c(NC(=O)N2CCc3ccccc3C2)c1	-9.1	-2.1	-3.8	-3.8	3.7	4.2	4.1	4.4	3.4
COc1ccc(NS(=O)(=O)c2ccc(NC(=S)NC(=O)C(C)C)cc2)cc1	2.2	-3.8	4.5	-15.2	4.9	-7.6	4.1	8.4	-4.4
CC(=O)Nc1ccc(S(=O)(=O)N2CCN(C3CCCCCCC3)CC2)cc1	-4.7	-7.5	0.1	-0.9	-5.9	-0.8	-5.1	5.0	6.4
Cc1ccc(C(=O)OCc2nnc(-c3ccccc3)o2)o1	3.9	-6.3	2.8	-21.9	4.3	43.6*	0.0	11.4	-3.4
NC1=NC(=O)/C(=C\c2cc([N+](=O)[O-])ccc2Cl)S1	-3.4	1.8	5.0	-5.4	45.8*	-1.1	4.4	1.7	2.6
Cc1nc(NC(C)C)c2oc3ccccc3c2n1	0.2	-5.2	3.1	9.2	7.1	4.7	-6.4	-0.9	2.0
COc1ccc(C(=O)NCc2nnc(SCC(=O)Nc3ccccc3OC)n2C)cc1	0.2	6.4	-0.3	10.3	-3.2	-3.8	-5.6	8.2	3.9
COc1ccc([N+](=O)[O-])c(OC)c1C(=O)NC(=O)Nc1c(F)c(F)c(F)c(F)c1F	0.4	-2.9	1.6	13.5	-5.8	3.9	0.3	3.1	-0.1
O=C(NCc1ccccc1)c1cc2nc(C3CC3)cc(C(F)(F)F)n2n1	0.1	-2.5	0.4	11.5	0.1	-5.0	3.8	-1.9	9.3
CCC(C(=O)Nc1ccc(C)cc1)c1ccccc1 (stereo unspecified)	4.8	4.0	1.1	-4.8	14.8	1.0	2.5	14.2	4.3
CCOc1ccc(NC(=O)c2ccc(NC(=O)Cc3n[nH]c(=O)c4ccccc34)cc2)cc1	-2.8	9.0	-3.7	3.2	-6.3	-34.1	0.3	-6.0	-23.8
COc1ccc(N2CCN(C(=O)c3ccc4c(c3)CCN4S(=O)(=O)c3ccccc3)CC2)cc1	34.6*	8.8	-1.2	6.3	-7.5	-0.4	-0.1	10.6	-2.2
O=C(NC1CC1)c1ccc2c3c(cccc13)CC2	-2.1	-8.6	-0.5	-0.3	6.9	2.4	-6.6	-0.3	1.6
Cc1noc(C)c1-c1nc(CS(=O)(=O)c2ccc(F)cc2)no1	-1.1	-0.4	1.9	2.4	6.4	x	-6.1	12.7	x
Fc1ccc(OCCCCCn2ccnc2)cc1	4.3	1.9	0.7	4.3	3.7	-5.8	0.7	5.7	4.4
CCCCc1cc(=O)oc2cc(C)cc(OCC(=O)NCCN3CCOCC3)c12	6.7	-22.4	1.2	-15.5	2.2	7.1	-3.9	5.3	3.1
COCCN1C(=O)N[C@@H](CCc2ccccc2)[C@H](C(=O)OC)[C@H]1C	-4.9	-1.7	-2.2	-21.6	10.3	-2.0	-0.7	-0.1	9.8
CC(Oc1ccc2c(c1)oc(=O)c1ccccc12)C(=O)NCC1CCC(C(=O)O)CC1 (stereo unspecified)	2.8	0.8	0.6	12.1	-4.9	3.6	1.3	-0.8	3.1
O=C(O)c1cc(Br)ccc1NN=C1CCCCC1	0.7	4.1	-0.3	0.8	-1.2	11.8	-0.2	5.4	-3.9
O=C(COc1ccccc1)NC1C(=O)N2C(C(=O)O)=C(Cl)CSC12 (stereo unspecified)	-2.0	-4.7	2.5	-3.0	-1.8	5.9	6.7	-10.8	-3.1
O=C(N/N=C/c1c(O)n(-c2ccc(Cl)cn2)c(=O)c2ccccc12)C1CC1	0.1	4.2	-1.1	3.3	6.4	-3.1	-8.3	-4.9	10.6
O=C(COC(=O)Cc1ccc(Cl)cc1Cl)NCCC1=CCCCC1	3.5	25.3	2.7	-0.5	3.8	12.5	-5.2	0.4	-2.6
COc1ccc(Cc2nnc(N/N=C(\C)c3ccccc3)[nH]c2=O)cc1OC	9.2	-14.1	2.1	7.7	-10.2	-4.7	3.0	28.9	3.7
COC(=O)c1c(-c2ccccc2OC)sc2cc3c(cc12)OCO3	x	x	x	x	x	-10.6	-7.5	-10.2	8.0

Whole records as entered above. Screens in order: LYPLA2 inh, EBNA-1 inhibitor, LYPLA1 counter, ZTA DNA inh, GSTO1 inh, PAFAH2 inh, PAD4 inh, PREPL inh, PAFAH1B3 FP inh
`COC(=O)c1c(-c2ccccc2OC)sc2cc3c(cc12)OCO3` as listed: x, x, x, x, x, -10.6, -7.5, -10.2, 8.0
`O=C(NC1CC1)c1ccc2c3c(cccc13)CC2` as listed: -2.1, -8.6, -0.5, -0.3, 6.9, 2.4, -6.6, -0.3, 1.6
`CCCCc1cc(=O)oc2cc(C)cc(OCC(=O)NCCN3CCOCC3)c12` as listed: 6.7, -22.4, 1.2, -15.5, 2.2, 7.1, -3.9, 5.3, 3.1

3 entries already listed, arranged by the number in EBNA-1 inhibitor, highest first:
SMILES	EBNA-1 inhibitor
O=C(N/N=C/c1c(O)n(-c2ccc(Cl)cn2)c(=O)c2ccccc12)C1CC1	4.2
Cc1noc(C)c1-c1nc(CS(=O)(=O)c2ccc(F)cc2)no1	-0.4
O=C(COc1ccccc1)NC1C(=O)N2C(C(=O)O)=C(Cl)CSC12 (stereo unspecified)	-4.7

Source: PubChem (The Scripps Research Institute Molecular Screening Center)
